Bioassay records (PubChem)
NCOA3 inh: inhibits human SRC3 coactivator | inhibition, % at 3.6 µM | AID 588352 | HEK293 GAL4-SRC3 luciferase reporter, luminescence | 360,000 tested, 0.17% active;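 active means inhibition above a per-campaign cutoff, the mean of all compounds plus 3 SD, cut at about 60% in these data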;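 further: 0% = DMSO-treated cells and 100% = gossypol-treated cells at 36 µM; higher means less SRC3-driven luciferase light from the GAL4 reporter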
CF NFkB inh: blocks PAF-induced NF-kB reporter in cystic fibrosis cells | AID 588850 | inhibition, % at 5 µM | 360,000 tested, 0.86% active | KKLEB NF-kB-GFP reporter, GFP fluorescence overnight;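 active means at least 50% inhibition at 5 µM, scaled per plate between neutral and stimulator controls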;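 further: PAF is a Pseudomonas aeruginosa culture filtrate used as stimulus; plate controls were PAF-stimulated DMSO wells for no effect and unstimulated DMSO wells for full effect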
KKLEB tox: counter-screen for CF NF-kB inhibitors: cytotoxicity; KKLEB CF airway cells viability, ATPlite luminescence, overnight; active compounds read low; cells stimulated with P. aeruginosa culture filtrate; activity change (cytotoxicity), % at 5 µM; 360,000 tested, 0.36% active; AID 602141;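 active means corrected activity change at or below -50% at 5 µM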
C8 TRAIL sens: sensitizes caspase-8 expressing cells to TRAIL. NB7+C8 cells + TRAIL, ATPlite viability luminescence. inhibition (viability loss, TRAIL sensitization), % at 10 µM. 360,000 tested, 1% active. AID 624354;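 active means compounds causing at least 50% loss of cell viability in the single-dose screen, relative to plate controls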
COUP-TFII inh: inhibitors of human COUP-TFII (NR2F2); 370,000 tested, 0.7% active; P24468; inhibition, % at 8.6 µM; HEK293T NGFI-A luciferase reporter, luminescence;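 active means inhibition above a per-plate cutoff, mean inhibition of test wells between control levels plus 3 SD, cut at about 38% in these data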;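 further: cells cotransfected with COUP-TFII expression vector driving the NGFI-A reporter; 0% = median of COUP-TF2 test wells and 100% = reporter-only cells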
EBV LMP1 NFkB: reduces LMP1-driven NF-kappaB luciferase signal | LMP1-induced NF-kappaB luciferase reporter cells, luminescence | inhibition, % at 12.5 µM | 350,000 tested, 0.69% active; in the data active means inhibition above about 41%;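 further: 0% = neutral control wells and 100% = reference inhibitor control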
Shn3 inh set2: reduces Shn3 3'UTR luciferase signal in osteoblasts; 360,000 tested, 0.52% active; inhibition, % at 12.5 µM; Clone20 osteoblast Shn3 3'UTR firefly luciferase, 24 h;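 active means mean inhibition of at least 75% with every replicate also reaching 75%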;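 further: 0% = median of neutral control wells and 100% = pilot-screen positive control compound; some compounds past the cut are filed as inactive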
TWEAK-Fn14 inh: TWEAK-Fn14 signaling inhibition; TWEAK-stimulated Fn14 reporter cells, luciferase luminescence, 8 h; inhibition, % at 10 µM; AID 1159606; 360,000 tested, 2% active; in the data active means inhibition above about 50%
TROY signal inh: inhibitors of TROY-dependent NF-kB signaling. Q293 LMP1-TROYcd NF-kB luciferase reporter, 4 h. inhibition, % at 10 µM. 360,000 tested, 0.98% active. AID 1347056;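 active means compounds whose plate-normalised and pattern-corrected inhibition of the luciferase reporter signal at the single screening dose is 50% or more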
NR5A2 inv ag: suppresses constitutive activity of human LRH-1; O00482; HEK293T StAR-luciferase reporter, LRH-1 transfected, 24 h; inhibition, % at 3.6 µM; 360,000 tested, 0.13% active;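 active means inhibition above the mean inhibition of all tested compounds plus 3 SD, cut at about 73% in these data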;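 further: 0% = DMSO wells and 100% = reporter-only cells lacking LRH-1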
NCOA1 inh: inhibitors of human steroid receptor coactivator 1 (SRC1). Q15788. HEK293 GAL4-SRC1 luciferase reporter, luminescence. inhibition, % at 3.6 µM. 360,000 tested, 0.12% active;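 active means inhibition above the campaign mean plus 3 SD, with each screening campaign given its own cutoff, cut at about 60% in these data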;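 further: 0% = DMSO treated cells and 100% = gossypol at 36 µM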
Target sequence (Q15788 whole entry, looked up, the tested form may be a part): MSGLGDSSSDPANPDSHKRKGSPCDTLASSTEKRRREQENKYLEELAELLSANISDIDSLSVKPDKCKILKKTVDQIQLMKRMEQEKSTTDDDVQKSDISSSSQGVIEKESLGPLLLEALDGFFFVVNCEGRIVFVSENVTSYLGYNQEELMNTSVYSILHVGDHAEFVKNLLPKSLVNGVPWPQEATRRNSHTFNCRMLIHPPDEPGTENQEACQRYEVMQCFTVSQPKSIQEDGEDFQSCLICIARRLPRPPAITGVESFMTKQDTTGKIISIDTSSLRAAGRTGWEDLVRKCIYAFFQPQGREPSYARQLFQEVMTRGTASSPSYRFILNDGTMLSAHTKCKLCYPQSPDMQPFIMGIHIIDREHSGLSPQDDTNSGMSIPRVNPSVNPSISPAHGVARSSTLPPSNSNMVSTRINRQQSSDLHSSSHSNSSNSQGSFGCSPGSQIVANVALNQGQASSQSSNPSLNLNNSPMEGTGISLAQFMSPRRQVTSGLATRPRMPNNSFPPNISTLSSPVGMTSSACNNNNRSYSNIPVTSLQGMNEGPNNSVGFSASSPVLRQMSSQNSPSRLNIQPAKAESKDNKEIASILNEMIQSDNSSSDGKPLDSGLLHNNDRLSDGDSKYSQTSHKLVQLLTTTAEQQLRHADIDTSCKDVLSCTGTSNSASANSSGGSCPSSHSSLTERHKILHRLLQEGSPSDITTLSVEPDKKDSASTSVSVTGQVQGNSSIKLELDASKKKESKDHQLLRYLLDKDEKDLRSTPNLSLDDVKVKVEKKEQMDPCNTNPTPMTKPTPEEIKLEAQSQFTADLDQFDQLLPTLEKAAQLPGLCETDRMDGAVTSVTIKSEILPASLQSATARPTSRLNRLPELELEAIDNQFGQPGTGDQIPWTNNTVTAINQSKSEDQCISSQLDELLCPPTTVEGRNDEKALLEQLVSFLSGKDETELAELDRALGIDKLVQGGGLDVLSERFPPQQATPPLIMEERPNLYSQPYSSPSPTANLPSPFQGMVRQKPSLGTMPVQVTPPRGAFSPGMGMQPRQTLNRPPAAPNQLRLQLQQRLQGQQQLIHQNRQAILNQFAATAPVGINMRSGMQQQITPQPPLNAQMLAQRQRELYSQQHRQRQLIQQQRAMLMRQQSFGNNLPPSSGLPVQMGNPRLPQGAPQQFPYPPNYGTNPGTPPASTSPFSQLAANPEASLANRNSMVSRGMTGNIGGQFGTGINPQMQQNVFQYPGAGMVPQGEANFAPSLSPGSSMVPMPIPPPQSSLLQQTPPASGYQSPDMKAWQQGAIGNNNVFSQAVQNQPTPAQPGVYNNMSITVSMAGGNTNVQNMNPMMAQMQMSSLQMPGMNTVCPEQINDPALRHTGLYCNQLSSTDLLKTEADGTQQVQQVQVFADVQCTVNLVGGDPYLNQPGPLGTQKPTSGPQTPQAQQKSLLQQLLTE
Starred values were filed as active, the others as inactive; nt = no result given. An excerpt. The share of hits here may be higher or lower than overall.

Sample of the layout, seven compounds:
Results follow in this order: NCOA3 inh, CF NFkB inh, KKLEB tox, C8 TRAIL sens, COUP-TFII inh, EBV LMP1 NFkB, Shn3 inh set2, TWEAK-Fn14 inh, TROY signal inh, NR5A2 inv ag, NCOA1 inh
1: NC(=O)CSc1nc2ccccc2n1Cc1ccccc1F
    10, 2, 0, 4, 7, 14, -46, 1, -20, -5, -20
2: COc1cc(OC)c(C(=O)NNC(=O)CN(C)S(=O)(=O)c2ccc(Cl)cc2)cc1OC
    3, 14, -16, -3, -2, 4, -4, -1, -2, -4, -9
3: CCOc1ccc(CCNC(=O)c2cccs2)cc1OCC
    0, 4, 5, -19, 3, -2, 18, -3, 12, -7, -2
4: CCN(CC)c1ccc(NS(=O)(=O)c2cn(C)c(=O)n(C)c2=O)c(C)c1
    -7, 2, 0, -16, 78*, -17, -3, 16, 4, 15, -2
5: Cc1cccc(N(C)S(=O)(=O)c2cc3c(cc2C)n(C)c(=O)c(=O)n3C)c1
    5, -13, 1, -9, 5, -6, 3, 13, 4, -2, -6
6: O=C1NC(=O)/C(=C/c2ccc(O)cc2)S1
    -41, 14, -4, 5, -22, -8, -28, 9, -23, -90, -34
7: Cc1cccc(NC(=O)c2nc[nH]c2C(=O)NC[C@@H](C)O)c1
    5, -19, 15, 7, 9, 8, 1, 12, 12, -17, 12

The listing, repeating the preview:
Results follow in this order: NCOA3 inh, CF NFkB inh, KKLEB tox, C8 TRAIL sens, COUP-TFII inh, EBV LMP1 NFkB, Shn3 inh set2, TWEAK-Fn14 inh, TROY signal inh, NR5A2 inv ag, NCOA1 inh
1: NC(=O)CSc1nc2ccccc2n1Cc1ccccc1F
    10, 2, 0, 4, 7, 14, -46, 1, -20, -5, -20
2: COc1cc(OC)c(C(=O)NNC(=O)CN(C)S(=O)(=O)c2ccc(Cl)cc2)cc1OC
    3, 14, -16, -3, -2, 4, -4, -1, -2, -4, -9
3: CCOc1ccc(CCNC(=O)c2cccs2)cc1OCC
    0, 4, 5, -19, 3, -2, 18, -3, 12, -7, -2
4: CCN(CC)c1ccc(NS(=O)(=O)c2cn(C)c(=O)n(C)c2=O)c(C)c1
    -7, 2, 0, -16, 78*, -17, -3, 16, 4, 15, -2
5: Cc1cccc(N(C)S(=O)(=O)c2cc3c(cc2C)n(C)c(=O)c(=O)n3C)c1
    5, -13, 1, -9, 5, -6, 3, 13, 4, -2, -6
6: O=C1NC(=O)/C(=C/c2ccc(O)cc2)S1
    -41, 14, -4, 5, -22, -8, -28, 9, -23, -90, -34
7: Cc1cccc(NC(=O)c2nc[nH]c2C(=O)NC[C@@H](C)O)c1
    5, -19, 15, 7, 9, 8, 1, 12, 12, -17, 12
8: Cc1ccccc1NC(=O)Cc1c(O)c2ccccc2[nH]c1=O
    -29, -2, -4, -4, 4, -4, -11, 10, -46, 10, -14
9: CCC(CO)NC(=O)c1ccc(-c2nn(C)c(=O)c3ccccc23)cc1 (stereo not given)
    9, -2, 2, 30, -8, 2, 2, 12, -23, 21, -3
10: COc1ccc(S(=O)(=O)N2CCCC(C(=O)N3CCN(Cc4ccccc4)CC3)C2)cc1Cl (stereo not given)
    6, 15, -5, 4, 4, 8, 38, 6, -1, 5, -14
11: Cc1cc(-n2c(C)cc(C(=O)CSc3nncn3C(C)C)c2C)no1
    -8, -8, 14, -10, -9, -5, -20, -7, -22, -4, -6
12: COc1ccc(-n2nc(C(=O)NCC(=O)N3CCC(C(N)=O)CC3)c3ccccc3c2=O)cc1
    3, -11, -3, -33, 4, 1, 5, 21, 3, 2, -56
13: Cc1nn(CCc2nn[nH]n2)c2nc(-c3ccc(Br)cc3)cc(C(F)(F)F)c12
    21, 12, -5, -11, 3, -8, 6, 32, 53*, 2, 9
14: CCOc1ccccc1C1C(C(N)=O)=C(C)Nc2nc(-c3ccccc3Cl)nn21 (stereo not given)
    -16, -1, -8, 1, -11, 4, 1, 15, 16, 9, -4
15: O=C(CNC(=O)C(c1ccccc1)c1ccccc1)N/N=C/c1cccnc1
    4, 5, 3, -15, 0, -6, 1, -6, 2, 1, -7
16: CC(C)NC(=O)Nc1ccc2c(c1)C(=O)N([C@@H](C)CO)C[C@@H](C)[C@H](CN(C)Cc1ccccc1)OCCCC[C@H](C)O2
    -11, -24, 12, -14, -1, 2, -1, 3, -12, -31, -3
17: Cc1nc(NS(=O)(=O)c2ccc(Br)cc2)c2c3c(sc2n1)CCC3
    7, 2, 6, -13, 0, -4, 11, 14, 15, 3, -2
18: Cc1cc(C)c(NS(=O)(=O)c2ccc3c(c2)NC(=O)CC(=O)N3)c(C)c1
    -6, 11, 3, -1, 8, -10, -2, 1, 5, -6, -9
19: CC1CCN(c2nc3ccccn3c(=O)c2C=O)CC1
    5, 9, 0, -1, 6, -5, -2, -8, 1, 1, 4
20: CC1=C(C(=O)Nc2ccc(C(=O)N3CCN(c4cccc(Cl)c4)CC3)cc2)SCCO1
    -16, -14, 7, 0, -1, nt, 11, -9, 3, -8, -1

Going on with the list:
Short keys – A = NCOA3 inh; B = CF NFkB inh; C = KKLEB tox; D = C8 TRAIL sens; E = COUP-TFII inh; F = EBV LMP1 NFkB; G = Shn3 inh set2; H = TWEAK-Fn14 inh; I = TROY signal inh; J = NR5A2 inv ag; K = NCOA1 inh
#21 CNC(C)C(=O)NC(C(=O)NC(C(=O)Nc1cccc2ccccc12)C(C)C)C(C)C (stereo not given)
  A: -3; B: -39; C: 0; D: 4; E: -16; F: nt; G: -5; H: 20; I: 5; J: 15; K: -12

#22 COc1ccc(C[C@@H]2CN3C(=NC[C@@H]3Cc3ccc(O)cc3)N2C[C@H](C)NC(=O)CCC2CCCCC2)cc1
  A: -3; B: 0; C: -19; D: -5; E: nt; F: -3; G: -6; H: -7; I: 1; J: 5; K: -14

#23 COC(=O)C1C2C=CC3(CN(C4CCCC4)C(=O)C13)O2 (stereo not given)
  A: 1; B: -13; C: 2; D: -13; E: 1; F: -1; G: -4; H: -25; I: -19; J: -1; K: -6

#24 O=C(NC1CCN(C(=S)Nc2ccc(Cl)cc2)CC1)c1ccco1
  A: 2; B: 10; C: -1; D: 20; E: 1; F: -6; G: 5; H: -6; I: -16; J: 1; K: 10

#25 COC(=O)CNC(=O)COC(=O)c1cc(SC)ccc1Cl
  A: 20; B: -13; C: 13; D: 0; E: 10; F: -6; G: -4; H: -8; I: -1; J: -1; K: -3

#26 CCn1c(C)cc(/C=C2\NC(=O)N(Cc3ccc(Cl)cc3)C2=O)c1C
  A: -1; B: 8; C: 0; D: -3; E: 13; F: -3; G: 8; H: -23; I: -16; J: 3; K: -8

#27 O=C(CCn1c(=S)oc2ccccc21)Nc1cccc(O)c1
  A: 12; B: -4; C: -8; D: 1; E: -22; F: 2; G: -21; H: -7; I: -2; J: 9; K: -1

#28 O=C(COc1ccccc1Cl)Nc1ccc(S(=O)(=O)N2CCOCC2)cc1
  A: 7; B: -3; C: -7; D: 2; E: 8; F: 2; G: 13; H: -11; I: 10; J: 14; K: 9

#29 CC(=O)Nc1ccc(NC(=O)C(C)OC(=O)C2CCN(S(=O)(=O)c3cccs3)CC2)cc1 (stereo not given)
  A: -12; B: -14; C: 11; D: 23; E: -3; F: 1; G: 9; H: 14; I: -11; J: 7; K: 10

#30 COc1ccc2c(CN3CCN(Cc4ccccc4)CC3)cc(=O)oc2c1
  A: -11; B: 12; C: -8; D: 6; E: 4; F: 1; G: -11; H: 3; I: -9; J: -19; K: -4

#31 COC(=O)c1sc(N2C(=O)C(O)=C(C(=O)c3ccc(C)o3)C2c2ccc(F)cc2)nc1C (stereo not given)
  A: -46; B: 18; C: 34; D: 2; E: 9; F: 13; G: 3; H: -12; I: 2; J: -41; K: -7

#32 CC(=O)c1cccc(NS(=O)(=O)N2CCCCC2)c1
  A: 9; B: -8; C: 13; D: -5; E: -3; F: -2; G: 5; H: -6; I: -1; J: -8; K: 4

#33 CCOC(=O)[C@]12CCC=C1N(Cc1ccco1)C(=O)[C@H](CC(=O)NCC1CCCCC1)C2
  A: nt; B: nt; C: nt; D: 10; E: -5; F: nt; G: nt; H: 3; I: 0; J: -4; K: nt

#34 O=C(NCC1CCCO1)C1CCN(S(=O)(=O)c2ccc(Br)cc2)CC1 (stereo not given)
  A: 4; B: 8; C: 1; D: -32; E: -16; F: 2; G: 6; H: -4; I: -2; J: 9; K: 7

#35 Cc1cccc(NC(=S)NC2CC3CCCC(C2)N3Cc2ccccc2)c1C (stereo not given)
  A: 10; B: 28; C: -10; D: -7; E: 14; F: 0; G: 29; H: 5; I: -6; J: -5; K: -4

#36 CC(=O)Nc1ccccc1C(=O)N1CC(C)OC(C)C1 (stereo not given)
  A: 1; B: -18; C: 8; D: -28; E: 7; F: -5; G: -9; H: 11; I: -6; J: 6; K: 0

#37 Cc1ccc(S(=O)(=O)NCCSCc2ccccc2)cc1
  A: 29; B: -5; C: -2; D: -12; E: 12; F: -5; G: 11; H: 2; I: 15; J: 14; K: 8

#38 NC(=O)Nc1ccc(Oc2ncc(C(F)(F)F)cc2Cl)cc1
  A: 19; B: -15; C: 2; D: 4; E: 13; F: 1; G: 6; H: -20; I: 9; J: 8; K: -6

#39 c1ccc(Cn2nnc3c(N4CCc5ccccc54)ncnc32)cc1
  A: 7; B: -5; C: 0; D: -1; E: 12; F: -11; G: -18; H: 1; I: -18; J: 17; K: 5

#40 O=C(c1cccs1)c1sccc1Cc1ccccc1
  A: -43; B: -8; C: 7; D: -4; E: -2; F: 6; G: -11; H: -20; I: -42; J: 7; K: -17

#41 C=C1CCN([C@@H](Cc2ccccc2)C(=O)NCc2ccc(Cl)cc2)S(=O)(=O)c2ccccc21
  A: -13; B: 26; C: -9; D: 17; E: 2; F: -6; G: 17; H: 24; I: 0; J: -18; K: -13

#42 COc1ccccc1OCc1ccc(C(=O)n2nc(C)c(Cl)c2C)o1
  A: 11; B: -1; C: 4; D: 0; E: -4; F: -6; G: -9; H: 21; I: -12; J: 10; K: -6

#43 CCOC(=O)C1=C(C)N=C2SC(C(=O)OC)=CC(=O)N2C1c1cc(OC)c(OC)c(OC)c1 (stereo not given)
  A: 13; B: 12; C: -13; D: -3; E: 14; F: 3; G: 14; H: 8; I: -3; J: 9; K: 3

#44 Nc1nnc(CC(=O)N/N=C/c2ccc(-c3ccc(Cl)cc3Cl)o2)s1
  A: 13; B: -4; C: 8; D: 2; E: -9; F: -3; G: -2; H: -48; I: 6; J: 7; K: 8
